Sm TGR inh = qHTS Assay for the Inhibitors of Schistosoma Mansoni Peroxiredoxins. AID 485364, 2010. 3% of 360,000 active. Schistosoma mansoni thioredoxin glutathione reductase (TGR), Q962Y6. purified TGR, DTNB reduction, TNB absorbance 405 nm. Potency, µM (doses to about 114 µM), for inactives: top-dose activity change, negative = inhibition, hits mostly inhibitors; further: potency means the concentration at half of the fitted maximal effect; on the % scale 0 is the no-effect control and ±100 the full control effect; nearly all actives have a fitted effect of over 60% in size
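Kinetic colorimetric format: TGR-catalysed, NADPH-driven DTNB reduction monitored via TNB absorbance. Enzyme dispensed at 20 nM; compound exposure 15 min at room temperature before reaction start.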
Pf growth 96h = Primary qHTS for delayed death inhibitors of the malarial parasite plastid, 96 hour incubation | Potency, µM (titrated, usually from 28.7 µM), without a hit: top-dose activity change, negative = inhibition, most hits filed as inhibitors | P. falciparum luciferase reporter growth, 96 h | 6.9% of 320,000 active; further: potency means the concentration at half of the fitted maximal effect; on the % scale 0 is the no-effect control and ±100 the full control effect
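Infected RBCs, 2% Hct / 0.05% parasitemia final; luciferase-reporter P. falciparum; cpd 96 h, 37 C, 5% CO2; luciferase detection reagent; luminescence.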
FBPA Giardia inh = qHTS Assay for Inhibitors of Fructose-1,6-bisphosphate Aldolase from Giardia Lamblia; A8B2U2; purified Giardia FBPA; Potency, µM (highest dose often 59.6 µM), without a hit: top-dose activity, negative = inhibition, actives largely listed as inhibitors; 0.71% of 290,000 active; AID 2451, 2010; further: potency means the concentration at half of the fitted maximal effect; on the % scale 0 is the no-effect control and ±100 the full control effect; nearly all actives have a fitted effect of over 55% in size
Target sequence (A8B2U2 whole entry, looked up): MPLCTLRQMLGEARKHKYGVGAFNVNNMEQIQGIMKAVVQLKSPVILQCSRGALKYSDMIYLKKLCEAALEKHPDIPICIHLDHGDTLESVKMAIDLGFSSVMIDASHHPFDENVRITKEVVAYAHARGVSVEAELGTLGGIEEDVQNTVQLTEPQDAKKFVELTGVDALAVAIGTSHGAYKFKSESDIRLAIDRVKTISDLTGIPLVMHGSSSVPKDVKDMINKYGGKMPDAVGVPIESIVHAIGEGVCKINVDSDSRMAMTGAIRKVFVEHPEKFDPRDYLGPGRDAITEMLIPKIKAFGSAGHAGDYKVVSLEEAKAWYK
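Giardia FBPA (40 nM reagent) was preincubated 10 min at RT with compound (up to 57.5 uM final), then substrate plus GAPDH/TPI/NAD/arsenate coupling system with diaphorase/resazurin was added; resorufin fluorescence (525/598 nm) was read after 20 min.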
Pf growth 48h = Primary qHTS for delayed death inhibitors of the malarial parasite plastid, 48 hour incubation | AID 504832, 2011 | Potency, µM (highest dose often 28.7 µM), for the others: top-dose activity change, negative = inhibition, usual class: inhibitors | P. falciparum luciferase growth in erythrocytes, 48 h | 5.9% of 310,000 active; further: potency means the concentration at half of the fitted maximal effect; on the % scale 0 is the no-effect control and ±100 the full control effect
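First compound was added to culture medium, then infected red cells at 0.1% parasitemia and 2% hematocrit (final). After incubation at 37 C under 5% CO2, luciferase detection reagent was dispensed and light output recorded.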
Shiga inhibitor = A qHTS for Small Molecule Inhibitors of Shiga Toxin; Vero cells, Shiga toxin protein synthesis inhibition reporter; inhibition, % at 38.7 µM; 9.2% of 290,000 active; AID 2315, 2010; in the data active means inhibition mostly above about 28%, no sharp cut-off; inactive means mostly below about 43%; further: 0% is about no effect
CHX counter = Cycloheximide Counterscreen for Small Molecule Inhibitors of Shiga Toxin; cell reporter, cycloheximide protein synthesis inhibition counterscreen; max response, %; 12% of 300,000 active; AID 2314, 2010; in the data active means max response mostly above about 13%, no sharp cut-off; inactive means mostly below about 14%; further: read at 38.3 µM for the half of the compounds with a filed dose; 0% is about no effect
Starred values were filed as active, the others as inactive; ? = inconclusive; · = no result given; & = joins results of further samples; [ ] = another dose, or the depositor's remark. Unless noted, the call rests on the fitted dose curve; in most records, active means well fitted curve in the direction sought with a large enough effect; inconclusive means small, poorly fitted or top-dose-only effect, or another doubt; inactive means no such curve, though single readings can be large; an effect the other way counts as inactive or inconclusive.

cpd | canonical_smiles | Sm TGR inh | Pf growth 96h | FBPA Giardia inh | Pf growth 48h | Shiga inhibitor | CHX counter
1 | COc1ccc(/C=N/NC(=S)NCC2CCCO2)cc1 (configuration not stated) | -27% | ? | -9% | -13% | -6 | -3
2 | CC1(C(=O)NNC(=O)c2ccc(=O)oc2)CC1Br (configuration not stated) | 10µM* | 79%[activator] | 12% | 65%[activator] | 24 | 13*
3 | Cc1cc(NC(=O)c2ccccc2C)no1 | ? | -28% | 1% | 101%[activator] | 56* | 33*
4 | Nc1cnc(Nc2ccc(Br)cc2)nc1N | 2% | ? | 1% | -57% | 58* | 28*
5 | O=C(Oc1cccc(-n2cnnn2)c1)c1ccco1 | 5% | ? | 8% | 10% | 6 | -1
6 | Cc1ccc(C(=O)/C=C/Nc2ccccc2C(N)=O)cc1 | 10% | · | -3% | 125%[activator] | 24 | 19*
7 | NS(=O)(=O)c1nn2cc(-c3ccccc3)nc2s1 | · | · | 3% | · | 59* | 19*
8 | COc1ccc(NC(=O)Cn2ncn3c(cc4ccccc43)c2=O)c(OC)c1OC | 5% | ? | · | 10µM* | -6 | 12
9 | O=C(Nc1cccc(S(=O)(=O)N2CCCCC2)c1)C1=NN(c2ccccc2)C(=O)CC1 | -13% | 6.6µM* | · | 5.2µM* | · | ·
10 | CCC1C(O)=C(c2ccccn2)C(=N)N1c1ccccc1 (configuration not stated) | ? | · | ? | -5% | 10 | 14
11 | CC(=O)Nc1ccc(C(=O)CN2CCN(c3ccccc3)CC2)cc1 | 14µM* | -11% | -6% | -38% | -8 | 3
12 | CCc1cc2c(s1)N(CC(=O)OC)C(=O)CN=C2c1ccccc1OC | · | 8.3µM* | 1% | 7% | -6 | 11

(next part)
cpd | canonical_smiles | Sm TGR inh | Pf growth 96h | FBPA Giardia inh | Pf growth 48h | Shiga inhibitor | CHX counter
13 | COc1cc(C(=S)N2CCC(Cc3ccccc3)CC2)ccc1OCC(N)=O | 8% | 21% | 16% | -4% | -15 | -9
14 | O=C(NCc1ccc(F)cc1)c1cc2c(s1)CS(=O)(=O)C2 | -3% | 6.6µM* | · | 2% | -9 | -9
15 | O=[N+]([O-])c1cccc(NC(=S)NCCc2ccccc2)c1 | -25% | -33% | 9% | ? | 60* | 39*
16 | Cn1c(CNc2ccc(O)cc2)nc2ccccc21 | ? | -20% | ? | 12%[0.00184 µM] | 75* | 19*
17 | CC[C@H](C)N | · | · | -1% | · | -8 | -2
18 | Cc1ccc(C)c(N(CC(=O)N/N=C/c2ccc(-c3ccc([N+](=O)[O-])cc3)o2)S(=O)(=O)c2ccccc2)c1 | -29% | ? | 5% | ? | -2 | 13
19 | Cc1ccc(Oc2ncccc2NC(=O)CCCC(=O)O)c2c1CCC2 | 0% | 0% | 11% | ? | -2 | -3
20 | Cc1ccc(-c2csc(N3CCC(C(N)=O)(N4CCCCC4)CC3)n2)cc1 | -25% | 4% | -1% | · | -11 | -7
21 | CC1CCCCC1NC(=O)c1cc2c(s1)CS(=O)(=O)C2 (configuration not stated) | -2% | · | 0% | 7% | -3 | -2
22 | CC(C)(C)OC(=O)N1CCC(c2c(C(=O)NCC3CCN(C4CCCC4)C3)cnn2-c2cccc(Cl)c2)CC1 (configuration not stated) | -29% | -5% | -23% | ? | -8 | -8
23 | CC(OC(=O)c1cc(S(=O)(=O)N2CCOCC2)ccc1Br)C(=O)N1CCOCC1 (configuration not stated) | -20% | ? | · | ? | · | ·
24 | S=C(Nc1ccc2nccnc2c1)N1CCCC1 | -17%[57.1 µM] | 9% | ? | 62%[activator] | 53 | 28*

(listing goes on)
cpd | canonical_smiles | Sm TGR inh | Pf growth 96h | FBPA Giardia inh | Pf growth 48h | Shiga inhibitor | CHX counter
25 | O=C(CC(C(=O)O)c1ccc(Cl)cc1Cl)c1ccc(Cl)cc1 (configuration not stated) | -1% | 31%[activator] | -3% | -6% | -6 | -1
26 | CCN1CCN(C(=O)C(NS(=O)(=O)c2ccc3nc(C)sc3c2)C(C)C)CC1 (configuration not stated) | 0% | 9.3µM* | 3% | · | -6 | -3
27 | COc1cc(/C(C)=N/NC(=O)c2nnn(-c3nonc3N)c2-c2cccs2)ccc1O | 2% | ? | · | -9% | 4 | 7
28 | CNC(=O)c1ccsc1NC(=O)c1coc2ccccc2c1=O | 2% | -12% | -7% | 18% | -5 | 2
29 | O=C(CCCN1C(=O)/C(=C/c2ccco2)SC1=S)Nc1cccc(C(=O)O)c1 | -6% | 13µM* | 16µM* | -8% | -6 | -3
30 | Cc1c(OCc2nn[nH]n2)ccc2c(-c3ccccc3)cc(=O)oc12 | -8% | 15%[5.75 µM] | ? | -9% | -14 | -3
31 | COc1cc(/C=N/n2c(C)nnc2C)cc(OC)c1OC | 2% | 11% | 5% | · | -6 | -4
32 | O=C(Nc1ccc(Br)cc1)c1cnc[nH]1 | -9% | ? | 2% | · | 64* | 39*
33 | COCCNC(=O)CN(C(=O)CCC(=O)Nc1ccccn1)c1ccccc1F | 0% | 43%[activator] | 7% | -12% | -19 | -5
34 | Cc1nc(CC(=O)N2CCN(S(=O)(=O)c3ccccc3C#N)CC2)cs1 | 10%[11.4 µM] | -16% | 2% | · | -11 | 2
35 | COc1ccc2cc(C(=O)C3CCCN(C(=O)c4csnn4)C3)ccc2c1 (configuration not stated) | 30% | ? | -14% | ? | 1 | 9
36 | CC(=O)c1c(C)[nH]c(C(=O)NC(C)c2ccccc2)c1C (configuration not stated) | 1% | -2% | 5% | 21% | 14 | 14

(further entries)
cpd | canonical_smiles | Sm TGR inh | Pf growth 96h | FBPA Giardia inh | Pf growth 48h | Shiga inhibitor | CHX counter
37 | COc1ccccc1NC(=O)C(C)OC(=O)C1CCN(S(=O)(=O)c2ccc(C)c(C)c2)CC1 (configuration not stated) | 10% | -25% | · | ? | · | ·
38 | Cc1oc(-c2ccccc2Cl)nc1CS(=O)(=O)CC(=O)NC1CCCC1 | 45µM* | ? | 6% | ? | 3 | -2
39 | COc1ccc(N/C=C(/C(C)=O)c2ccccc2)cc1 | 9% | 8% | -15% | 9% | 10 | 6
40 | Cc1cc(C)n2nc(SCC(=O)Nc3ccc(F)c(F)c3F)nc2n1 | -5% | ? | · | ? | · | ·
41 | COc1cc(NC(=O)c2ccc(N3CC4CC(C3)c3cccc(=O)n3C4)c(NC(=O)c3ccncc3)c2)cc(OC)c1OC (configuration not stated) | -10% | ? | 11% | ? | 24 | -7
42 | O=S(=O)(Cc1ccccc1)N1CCn2c(nc3ccccc32)C1 | 3% | -26% | -2% | · | -4 | -2
43 | Clc1ccc2c(c1)C(C1=NCCN1)c1ccccc1CS2 (configuration not stated) | 4% | -18% | -24% | ? | -5 | -5
44 | Cc1ccc(C(=O)OCC(=O)Nc2ccc3c(c2)OCO3)o1 | -23% | 82%[activator] | 4% | 102%[activator] | 24 | 21
45 | COc1ccc(-n2nnnc2SCC(=O)Nc2ccc3c(c2)OCCO3)c(OC)c1 | -24% | ? | -10% | 16% | 74* | 46*
46 | COC(=O)[C@@H]1C[C@@]2(O)[C@@H](O)[C@@H](O)[C@@H](O)C[C@H]2N1C/C=C/c1ccccc1 | -5% | 74%[activator] | -3%&2% | 83%[activator] | 28 | 5
47 | Cc1ccc(S(=O)(=O)N(C)C)cc1NC(=O)COC(=O)Cc1ccc(Br)cc1 | -4% | 14% | -1% | -1% | -3 | -1
48 | CCSc1ccccc1C(=O)N1CCN(Cc2ccc3c(c2)OCO3)CC1 | -5% | · | 11% | -6% | -3 | -2

Next part
cpd | canonical_smiles | Sm TGR inh | Pf growth 96h | FBPA Giardia inh | Pf growth 48h | Shiga inhibitor | CHX counter
49 | COc1ccc(/C(O)=C(\C#N)c2nc3ccccc3n2C)cc1OC | 2% | 59%[activator] | ? | -8% | 37 | 10
50 | Cn1cc(C(=O)c2cccc(Cl)c2Cl)cc1C(=O)O | 11% | 18% | 14% | 6% | -11 | -2
51 | NC(=O)CC(NC(=O)Cc1ccc(Br)cc1)c1ccc(N2CCN(c3ccc(F)cc3)CC2)c([N+](=O)[O-])c1 (configuration not stated) | -1% | ? | 0% | ? | -3 | -3
52 | O=C(N/N=C/c1ccc([N+](=O)[O-])cc1)c1cccs1 | -13% | 0% | 2% | 48%[activator] | 31 | 34*
53 | N#Cc1cnn2c(N)c(-c3ccc(Cl)cc3)cnc12 | 3% | 57%[activator] | -3% | 40%[activator] | -5 | 5
54 | COc1ccc(N2C(=O)CC(N3CCN(c4ccccc4)CC3)C2=O)cc1 (configuration not stated) | -27% | ? | 8% | 13% | 15 | 1
55 | COc1ccccc1NC(=O)C1(c2ccccc2)CCCC1 | · | 29% | 2% | -16% | -9 | -3
56 | CCC(=O)c1ccc(OCC(=O)Nc2cc(S(=O)(=O)N3CCCCC3)ccc2OC)cc1 | -3% | ? | · | ? | 11 | 1
57 | Cc1onc(-c2c(Cl)cccc2Cl)c1C(=O)ONC(=O)c1ccccc1 | -17% | -6% | 7% | 174%[activator] | -10 | -1
58 | CCN1CCCC1CNC(=O)C(=O)NCc1ccccc1 (configuration not stated) | -2% | ? | -12% | 11% | -16 | -2
59 | Cc1ccc(-c2nc(-c3cccnc3)no2)cc1 | 7% | 6% | 0% | 5% | 90* | 48*
60 | Cc1ccc(-c2nnc(SCC(=O)Nc3ccc(N4CCOCC4)cc3)o2)cc1 | -3% | · | 7% | -14% | -6 | -1

Other structures:
cpd | canonical_smiles | Sm TGR inh | Pf growth 96h | FBPA Giardia inh | Pf growth 48h | Shiga inhibitor | CHX counter
61 | COCCC(=O)N1CCCC(C(=O)c2ccc(Oc3ccccc3)cc2)C1 (configuration not stated) | -4% | ? | -9% | -6% | -17 | 14
62 | CCC1(c2ccccc2)C(=O)N(COC)C(=O)N(COC)C1=O | 1% | -28% | -6% | -5% | 3 | -3
63 | COc1ccc(CCn2c(=O)[nH]c3cc(C(=O)NCCN4CCOCC4)ccc3c2=O)cc1OC | 7% | · | 0% | 26% | 6 | -2
64 | O=C(CCOc1ccccc1)Nc1ccc(S(=O)(=O)Nc2ncccn2)cc1 | -2% | -6% | · | -17% | · | ·

Screening data from PubChem BioAssay.
